# GPR35 arrestin U2OS: GPR35 antagonists blocking zaprinast-driven arrestin recruitment, primary screen, imaging, U2OS, beta-arrestin-GFP, zaprinast agonist (AID 2058) | U2OS GPR35 beta-arrestin-GFP translocation imaging, zaprinast antagonism; higher % means a stronger effect | inhibition, % at 10 µM; hits with a dose series show IC50 in µM | actives 0.052% (n = 290,000);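 active means inhibition of at least 50% with at least 30 cells and total cytoplasm GFP at most 10,000,000; inconclusive means under 30 cells or total GFP of 10,000,000 plus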
# GPR55 activation: GPR55 agonists via beta-arrestin recruitment, primary screen, imaging, U2OS cells, beta-arrestin-GFP redistribution (AID 1961). one-dose activation, % at 10 µM; EC50 in µM for titrated hits. U2OS GPR55 beta-arrestin-GFP redistribution imaging; higher % means a stronger effect. actives 0.048% (n = 290,000);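 active means activation above 40% with more than 50 cells counted in the well; inconclusive means wells holding fewer than 50 cells, flagged as toxic or sparse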;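 further: U2OS osteosarcoma cells stably expressing GPR55 and beta-arrestin-GFP; plate controls were DMSO negative control for no effect and LPI positive control for full effect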
# KOR beta-arrestin-1: KOR antagonists, beta-arrestin recruitment, cell-based, luminescence, uHTS (AID 1778); KOR beta-arrestin recruitment, luminescence, antagonist mode; higher % means a stronger effect; one-dose inhibition, % at 10 µM; IC50 in µM for titrated hits; actives 0.091% (n = 290,000); in the data active means inhibition above about 50%; further: strong numbers were not always called active
# Dengue-2 NS5 capping: Dengue-2 NS5 methyltransferase inhibitors, primary screen, biochemical, confirmation dose response (AID 588689). inhibition, % at 25 µM, or IC50 in µM where a hit was titrated. actives 0.3% (n = 340,000). Dengue-2 NS5 methyltransferase capping enzyme assay, biochemical; higher % means a stronger effect; in the data active means a potency from the dose series; inconclusive means inhibition above about 29% without an active follow-up result
# NOD1 inhibition: NOD1 signaling inhibitors, primary screen, cell-based, luminescence, uHTS (AID 1578); NOD1-driven NF-kB luciferase reporter cells, luminescence; higher % means a stronger effect; actives 1% (n = 290,000); one-dose inhibition, % at 4 µM; EC50 in µM for titrated hits; in the data active means inhibition mostly above about 36%, no sharp cut-off; inactive means mostly below about 34%;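 further: HEK-293T reporter cells stimulated with the NOD1 agonist gamma-tri-DAP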
# GPR55 LPI antagonism: inhibition of LPI-stimulated GPR55 beta-arrestin translocation – imaging, U2OS, beta-arrestin-GFP, LPI agonist, primary screen (AID 2013). inhibition, % at 10 µM, or IC50 in µM where a hit was titrated. U2OS GPR55 beta-arrestin-GFP translocation imaging, LPI antagonism; higher % means a stronger effect. actives 0.13% (n = 290,000);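 active means spots per cell inhibited over 60%, with over 100 cells counted and total cytoplasm intensity under 500,000; inconclusive means wells with under 100 cells, flagged as likely toxic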;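 further: U2OS cells stably carrying GPR55 and arrestin-GFP stimulated by 5 µM LPI near EC80; imaged beta-arrestin-GFP aggregate spots per cell after agonist stimulation; plate controls were LPI-stimulated DMSO wells for no effect and DMSO wells without LPI for full effect; some results filed as inactive read as strong as hits; confirmed hits need IC50 under 10 µM and bright autofluorescent wells are also inconclusive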
# West Nile antiviral: West Nile virus antiviral activity, cell-based, CPE readout (AID 1621); West Nile virus-infected cells, CPE inhibition; higher % means a stronger effect; actives 0.02% (n = 290,000); CPE inhibition, % at 10 µM; hits with a dose series show IC50 in µM; in the data active means a potency from the dose series; inconclusive means CPE inhibition mostly from about 3.7% at the one dose, without a potency; inactive means the rest, 99 in 100 with CPE inhibition below about 2.2%; further: strong numbers were not always called active
# HIV fusion peptide: inhibitors of HIV fusion peptide binding, primary screen, biochemical, uHTS, fluorescence dequenching (AID 1986); cell-free peptide binding, fluorescence dequenching, 30 min; higher % means a stronger effect; inhibition, % at 20 µM, or IC50 in µM where a hit was titrated; actives 0.3% (n = 290,000); in the data active means inhibition mostly above about 52%, no sharp cut-off; inactive means mostly below about 76%; further: some results filed as inactive read as strong as hits
# KOR beta-arrestin-2: KOR agonists, beta-arrestin recruitment, primary screen, cell-based, luminescence, uHTS (AID 1777); KOR beta-arrestin recruitment, luminescence; higher % means a stronger effect; activation, % at 10 µM; hits with a dose series show EC50 in µM; actives 0.02% (n = 280,000); in the data active means activation above about 50%, passing the limit was not always enough; further: a part of the inactive calls stands beside numbers as strong as those of hits
# Dengue-2 NS5 capping pilot replicate: recorded beside Dengue-2 NS5 capping, whose call it bears; inhibition, %; measured here: pilot screen replicate inhibition
# * marks the source's active call; other numbers are inactive results; ? = inconclusive; . = not tested or not shown; [ ] = dose if it differs, or a comment. Some of the compounds tested (hit frequency here may not be typical).
SMILES,GPR35 arrestin U2OS,GPR55 activation,KOR beta-arrestin-1,Dengue-2 NS5 capping,NOD1 inhibition,GPR55 LPI antagonism,West Nile antiviral,HIV fusion peptide,KOR beta-arrestin-2,others
O=C(c1cccnc1)N1C2C=CC(C2)C1(C(F)(F)F)C(F)(F)F (centres undefined),15%,0.2%,-28%,.,-18%,-14%,0.1%,4.2%,5.3%,
C[n+]1ccc(C(=O)N/N=C/c2ccco2)cc1,2%,-0.4%,-18%,1%,-26%,4%,-0.5%,0.9%,-1.3%,
COc1cc(CNn2c(C)n[nH]c2=S)cc(Cl)c1OCc1ccccc1,14%,0.2%,-78%,-6%,7%,20%,-0.5%,-0.4%,-1.7%,
COc1ccc(-c2ncc(CN3CCC(CO)(Cc4cccc(OC)c4)CC3)cn2)cc1,6%,-0.3%,-8%,7%,-12%,0%,-1.7%,2.0%,-4.8%,
O=C(Cc1cccs1)Nc1ccccc1,-10%,-0.2%,11%[20 µM],19%,-29%,-8%,0.5%,1.0%,-5.5%,Dengue-2 NS5 capping pilot replicate=-2.1
CCc1ccc(/C=N/NC(=O)c2cc(-c3ccccc3OC)nc3ccccc23)s1,-1%,0.0%,-1%,-12%,-23%,20%,-1.4%,-0.1%,-3.5%,
C/C(=N/NC(=S)Nc1ccccc1)c1ccc2c(c1)OCO2,4%,0.4%,7%,1%,21%,-2%,-0.5%,-1.5%,-1.8%,
COc1ccc(NS(=O)(=O)c2ccc(OC)c(OC)c2)cc1OC,14%,0.0%,-29%,-6%,-7%,4%,-0.9%,0.2%,-0.3%,
CCc1nc(C)ccc1OC(=O)C12CC3CC(CC(C3)C1)C2,-5%,0.2%,8%,-5%,-6%,19%,-0.3%,-1.3%,1.8%,
Cc1ccccc1C(=O)NCc1nnc(SCC(=O)N2CCN(c3ccccc3)CC2)n1C,-2%,-0.1%,3%,-6%,5%,8%,1.1%,-2.3%,2.4%,
COCCCNC(=O)c1cc(C)nn1-c1ccccc1,20%,-0.3%,26%,-8%,-11%,1%,0.2%,-1.1%,2.4%,
O=C(NC1CCC(O)CC1)c1cccnc1Sc1ccccc1Cl (centres undefined),4%,0.0%,13%,-7%,-37%,5%,-0.3%,1.2%,0.0%,
CCOc1ccc(C2C(C(=O)OC)=CN(CCOC)C=C2C(=O)OC)cc1,10%,-0.5%,-10%,1%,-13%,6%,-0.6%,2.4%,1.3%,
O=C1Nc2ccccc2SC1c1ccccc1 (centres undefined),-2%,-0.3%,-13%,1%,-12%,-2%,-0.2%,-0.6%,5.9%,
COc1ccc(NC(=O)CCc2nc(-c3ccccc3F)no2)cc1,-1%,-0.1%,14%,-5%,.,2%,0.5%,-0.2%,0.2%,
O=C(Nc1cccc(-c2cn3c(n2)SCC3)c1)c1ccc2c(c1)OCO2,5%,-0.1%,-16%,1%,-36%,-3%,-0.3%,-1.0%,-3.4%,
CCOC(=O)c1c(NC(=O)Cn2nnc3ccccc32)sc2c1CCC(C)C2 (centres undefined),-15%,-0.2%,-12%,.,11%,2%,-0.6%,0.5%,1.1%,
O=C(CSc1nnc(NC(=O)c2c(F)cccc2Cl)s1)Nc1ccccc1F,4%,0.0%,19%,-3%,-52%,22%,-0.3%,20%,-4.4%,
CC(=O)N/N=c1\sc2ccccc2n1C,10%,-0.5%,-34%,-2%,-45%,3%,0.1%,0.6%,4.8%,
CCOc1ccccc1N(CC(=O)Nc1cccnc1)S(C)(=O)=O,12%,-0.1%,36%,-2%,-11%,-10%,0.3%,-0.9%,0.8%,

# Looked up by compound from the entries so far (4):
SMILES,GPR35 arrestin U2OS,GPR55 activation,KOR beta-arrestin-1,Dengue-2 NS5 capping,NOD1 inhibition,GPR55 LPI antagonism,West Nile antiviral,HIV fusion peptide,KOR beta-arrestin-2,others
O=C(c1cccnc1)N1C2C=CC(C2)C1(C(F)(F)F)C(F)(F)F (centres undefined),15%,0.2%,-28%,.,-18%,-14%,0.1%,4.2%,5.3%,
C[n+]1ccc(C(=O)N/N=C/c2ccco2)cc1,2%,-0.4%,-18%,1%,-26%,4%,-0.5%,0.9%,-1.3%,
CC(=O)N/N=c1\sc2ccccc2n1C,10%,-0.5%,-34%,-2%,-45%,3%,0.1%,0.6%,4.8%,
O=C(Cc1cccs1)Nc1ccccc1,-10%,-0.2%,11%[20 µM],19%,-29%,-8%,0.5%,1.0%,-5.5%,Dengue-2 NS5 capping pilot replicate=-2.1

# Other entries:
SMILES,GPR35 arrestin U2OS,GPR55 activation,KOR beta-arrestin-1,Dengue-2 NS5 capping,NOD1 inhibition,GPR55 LPI antagonism,West Nile antiviral,HIV fusion peptide,KOR beta-arrestin-2,others
CCOC(=O)N1CCN(C(=O)c2cc3ccc(OC)cc3[nH]2)CC1,-10%,-0.1%,-5%,-1%,-4%,3%,-0.5%,-0.7%,-8.3%,
COc1cccc(CN(C)Cc2cc(=O)oc3c(C)c(C)ccc23)c1,2%,0.3%,8%,3%,-2%,13%,-0.7%,1.5%,-4.0%,
O=C(NCc1cccnc1)c1cccc(-c2cc3ccccc3oc2=O)c1,23%,-0.1%,-39%[20 µM],-1%,-1%,0%,-0.5%,-2.2%,-3.4%,
CCOC(=O)Cn1c(=NC(=O)CSC(C)=O)sc2cc(OC)ccc21,3%,0.2%,-49%,0%,-11%,-11%,0.2%,-1.5%,9.3%,
C=CCn1c(SCc2c(C)noc2C)nnc1C1COc2ccccc2O1 (centres undefined),0%,-0.1%,8%,7%,-4%,2%,-1.0%,2.0%,-3.9%,
CCc1ccc(OCC(=O)OCC(=O)c2ccc3c(c2)NC(=O)CO3)cc1,15%,-0.2%,15%,-1%,-6%,-8%,-1.1%,-1.4%,-0.3%,
COc1cc(C(=O)NCC(=O)N/N=C/c2ccc(-c3ccc([N+](=O)[O-])cc3)o2)cc(OC)c1OC,-18%,0.7%,-22%,9%,-7%,-3%,0.8%,2.3%,-0.4%,
COc1ccc(N2C(=O)CC(N3CCN(S(=O)(=O)c4c(F)cccc4F)CC3)C2=O)cc1OC (centres undefined),-2%,0.2%,-1%,-10%,-23%,-9%,0.4%,1.1%,2.3%,
O=C(Nc1ccccc1)Nc1nnc(-c2cccs2)s1,-2%,0.1%,7%,-3%,-41%,7%,-0.3%,-1.4%,4.9%,
CCCCn1c(=O)[nH]c(=O)c2c1nc(-c1ccc(-c3ccccc3Br)o1)n2CC,10%,0.6%,7%,5%,-11%,-1%,0.0%,0.1%,-2.1%,
O=C(C1CC1)N1CCc2cc(S(=O)(=O)N3CCN(c4ccccc4)CC3)ccc21,4%,0.6%,-23%,5%,-22%,2%,-0.2%,-0.8%,1.6%,
FC(F)(F)c1cc(-c2cccs2)nc(NCc2ccco2)n1,-10%,-0.1%,2%,-2%,56%,1%,-0.1%,4.4%,0.2%,
COc1ccc(C)cc1S(=O)(=O)N1CCC(C(=O)NC2CCCC2)CC1,-1%,-0.2%,3%,-9%,-6%,-15%,-0.2%,1.1%,1.3%,
Cc1ccc(S(=O)(=O)CCC(=O)N2CCN(c3ccccc3F)CC2)cc1,5%,0.1%,-24%,-6%,6%,0%,-0.3%,-0.6%,-1.2%,
O=C(Nc1ccon1)C(Sc1ccccc1)c1ccccc1 (centres undefined),-7%,-0.4%,28%,-5%,0%,3%,0.3%,-0.2%,-2.3%,
COc1ccc(CCNC(=O)c2cc(-c3cc(Cl)ccc3O)n[nH]2)cc1OC,-7%,-0.1%,7%,-9%,15%,6%,1.0%,-2.6%,0.3%,
CC(C)(C)NC(=O)NC(=O)COC(=O)c1cccc(F)c1,-12%,0.2%,2%,9%,-18%,4%,-0.2%,2.3%,-1.3%,
CCCS(=O)(=O)N1CCN=C1SCc1ccc(C)cc1,11%,1.1%,0%,0%,-28%,-7%,-0.5%,-0.6%,-4.0%,
CC(C)N=C1SC(CC(=O)Nc2ccccc2)C(=O)N1C(C)C (centres undefined),-11%,0.2%,20%[20 µM],-4%,8%,1%,-0.1%,1.0%,-3.2%,
CC(=O)Nc1ccc(S(=O)(=O)NC2(C(F)(F)F)NC(=O)N(Cc3ccccc3)C2=O)cc1 (centres undefined),0%,-0.1%,-7%,2%,-34%,3%,-0.5%,1.5%,-0.1%,
COc1ccccc1NC(=O)C1=C(C)NC(=O)NC1c1ccccc1[N+](=O)[O-] (centres undefined),-5%,-0.2%,-8%,14%,-17%,2%,0.0%,10%,2.7%,
Cc1cc(C)n2nc(SCC(=O)c3cc(C)n(CC4CCCO4)c3C)nc2n1 (centres undefined),-15%,0.2%,-40%,-1%,-3%,-8%,0.3%,-2.1%,1.2%,
O=C(NC(=S)N1CCCCCC1)C1CC1,-17%,0.3%,0%,3%,-30%,9%,0.0%,0.4%,-2.6%,
Cc1ccc(-c2cn3cccnc3n2)cc1,9%,-0.3%,20%,-3%,-34%,9%,0.2%,-2.4%,-3.5%,
C[C@@H](CC#N)CN1CC[C@H](C(C)(C)C)CCC1=O,5%,0.4%,-11%[20 µM],0%,-35%,6%,-0.4%,1.4%,-4.6%,
CC(C(=O)N1CCCC1)N(c1ccccc1)S(C)(=O)=O (centres undefined),-4%,0.2%,-6%,-4%,-20%,8%,0.9%,0.1%,-1.4%,
CC(=O)C1=C(C)NC(SCC(=O)c2ccc(Cl)c(Cl)c2)=C(C#N)C1c1ccco1 (centres undefined),-11%,-0.2%,-29%,-3%,14%,3%,0.6%,-0.8%,-9.7%,
CN(C)CCN1C(=O)C(O)=C(C(=O)c2cc3ccccc3o2)C1c1cccc(Br)c1 (centres undefined),12%,-0.1%,10%,3%,27%,.,0.1%,3.7%,-1.3%,Dengue-2 NS5 capping pilot replicate=0.5
CCCCC(=O)Nc1ccc(N2CCN(c3ccc(F)cc3)CC2)cc1,5%,0.0%,6%,-9%,0%,6%,-0.6%,-1.2%,-6.2%,
CN(C(=O)c1cc(-n2cnnc2)ccc1Cl)c1ccccc1,-9%,-0.2%,-31%,-5%,-42%,5%,0.2%,1.7%,-2.4%,
O=C(c1cc(-c2ccc(Cl)cc2)n[nH]1)N1CCN(C(=O)c2ccco2)CC1,6%,-0.1%,-15%,-3%,13%,18%,0.4%,-0.6%,6.5%,
COc1ccc2nc(C)cc(SCC(=O)N/N=C/c3cccc4ccccc34)c2c1,0%,-0.1%,-20%,3%,-19%,-8%,?,6.9%,18%,
O=C(NC1CC2CCCC(C1)N2Cc1cccs1)N1CCOCC1 (centres undefined),-4%,0.3%,22%,2%,5%,3%,0.2%,5.9%,13%,
O=C(NC1CCCCC1)C1CCN(S(=O)(=O)N2CCCCCC2)CC1,22%,-0.2%,-23%,3%,-1%,-20%,-0.2%,0.0%,1.5%,
COc1ccc(-c2n[nH]c3c2C(c2ccc(OC)c(OC)c2)N(c2ccccc2)C3=O)cc1 (centres undefined),-6%,-0.1%,-9%,-2%,-5%,1%,0.0%,1.6%,3.0%,
